High-throughput results deposited in PubChem BioAssay by National Center for Advancing Translational Sciences (NCATS).
GCN5L2 inh – inhibitors of human GCN5L2 histone acetyltransferase | Potency, µM (series often up to 58.9 µM), without a hit: at the highest dose activity change, negative = inhibition, hits mostly inhibitors | 0.21% of 390,000 active | GCN5L2 HAT assay, ThioGlo1 CoA-SH fluorescence
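Preincubate 20nM GCN5L2 with compound 15 min, RT → add 50uM ThioGlo1 + 75uM H3(1-25) + 70uM acetyl-CoA → read fluorescence 0 and 20 min. Primary qHTS; fluorescent artifacts likely.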
N370S GC mod – inhibitors or activators of N370S glucocerebrosidase for Gaucher disease; P04062; N370S GC spleen homogenate, 4MU-glucoside fluorescence; Potency, µM (top dose mostly 59.4 µM), without a hit: at the top dose activity change, negative = inhibition, usual class: inhibitors; 0.092% of 330,000 active;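 note: 0% = full enzyme activity and -100% = no enzyme basal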
FEN1 inh – blocks human flap endonuclease 1; 0.35% of 390,000 active; Potency, µM (doses to about 114 µM), for inactives: at the top dose activity change, negative = inhibition, hits mostly inhibitors; Recombinant FEN1 flap cleavage, fluorescence, 15 min; note: nearly all actives have a fitted effect of over 65% in size
Target sequence (P39748 whole entry, looked up): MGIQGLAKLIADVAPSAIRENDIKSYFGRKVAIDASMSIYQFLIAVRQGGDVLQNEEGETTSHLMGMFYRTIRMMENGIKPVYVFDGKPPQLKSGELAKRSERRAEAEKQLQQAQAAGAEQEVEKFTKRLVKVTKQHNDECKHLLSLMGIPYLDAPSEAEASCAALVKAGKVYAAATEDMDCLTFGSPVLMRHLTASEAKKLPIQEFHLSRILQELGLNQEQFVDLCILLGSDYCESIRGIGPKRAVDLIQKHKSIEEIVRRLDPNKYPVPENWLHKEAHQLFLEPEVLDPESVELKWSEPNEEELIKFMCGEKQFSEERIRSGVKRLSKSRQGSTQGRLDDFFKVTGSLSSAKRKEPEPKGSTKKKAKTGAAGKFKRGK
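Compounds are tested as a concentration series against 10 nM FEN1; after a 15 min room-temperature preincubation, 50 nM substrate starts cleavage, with plate reads at 0 and 15 min. Normalized responses are fitted by a Hill equation.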
Active calls of the source: *; ? = inconclusive; · = no result given; & = joins results of further samples; [ ] = remark or other dose. Calls come from the whole dose curve; as a rule, active = well fitted curve in the direction sought with a large enough effect; inconclusive = small, poorly fitted or top-dose-only effect, or another doubt; inactive = no such curve, though single readings can be large; an effect the other way counts as inactive or inconclusive. Unless noted, % is set by controls: 0 for no effect and ±100 for the full control effect; potency is the fitted concentration of half-maximal effect.

SMILES	GCN5L2 inh	N370S GC mod	FEN1 inh
CC(=O)c1sccc1NC(=O)CC(C)(C)CC(=O)O	-4%	23%	-1%
CCOC(=O)CN(C(=O)CSc1nnc(COc2ccc(OC)cc2)n1CC)c1ccccc1	14%	-4%	-3%
CCOc1ccc(CC(=O)Nc2c(C(=O)c3ccccc3)oc3ccc(OC)cc23)cc1OCC	0%	·	6%
CN(C)NC(=S)Nc1ccc(S(=O)(=O)N2CCCCC2)cc1	-2%	-8%	0%
O=C1CC(N2CCN(S(=O)(=O)c3ccc(Cl)cc3)CC2)C(=O)N1CCc1ccccc1 (stereo not drawn)	-2%	0%	-1%
CCc1noc(C)c1C(=O)N(C)CC(=O)Nc1ccc(Br)cc1C	-1%	-6%	1%
Cc1ccc(S(=O)(=O)N(Cc2cc3ccc(C)cc3[nH]c2=O)c2ccccc2)cc1	-5%	?	6%
COc1ccc(-c2nc3cnc(Oc4ccccc4)nc3n(Cc3cccs3)c2=O)cc1	?	-2%	·
COc1ccc(Cl)cc1-c1nc(SCC(=O)NC(C)C)n[nH]1	0%	-2%	5%
CCOc1cccc2sc(=NC(=O)c3ccc(S(=O)(=O)N4CCOCC4)cc3)n(C)c12	?	-10%	10%&7%
COc1ccccc1NC(=O)Nc1nc2ccc(S(N)(=O)=O)cc2s1	-5%	5%	-4%
COc1ccc2c(c1)[nH]c1c(=O)n(/N=C/C3C(C)C=C(C)CC3C)c(=O)[nH]c12 (stereo not drawn)	-6%	-10%	-7%
O=C1Cc2ccccc2N1c1c(Cl)cccc1Cl	-3%	3%	-7%
Cc1cc2ccccc2c(=O)n1CC(=O)NCC(=O)N(C)Cc1ccccc1	-4%	2%	11%
C=CCOc1ccc2nc(NC(=O)OC)[nH]c2c1	-13%	-10%	6%
O=C(CCC(=O)N(CC(=O)NC1CCCCC1)Cc1ccc(F)cc1)Nc1nccs1	1%	0%	-6%
CC(=O)Nc1ccc(C(=O)OCC(=O)c2ccc(S(=O)(=O)N3CCCCC3)cc2)cc1	-8%	8%	1%
CCc1noc(C)c1C(=O)Nc1cc(Cl)ccc1-n1cncn1	-3%	-7%	6%
Cc1ccccc1CSc1nc(-c2cccc(F)c2)nc2c1Cc1c(CO)cnc(C)c1O2	1%	·	16%
CN(C)/N=C/c1ccc(Sc2ccc([N+](=O)[O-])cc2[N+](=O)[O-])o1	-10%	2%	-2%
COC(=O)N/N=C/c1c(C)nn(-c2cccc(Cl)c2)c1Cl	24%	10%	13%
COCCNc1ccc([N+](=O)[O-])cc1C(=O)Nc1cccc(C)n1	15%	-7%	2%
CS(=O)(=O)N(CC(=O)N1CCN(c2ccc(F)cc2)CC1)c1ccc(F)c(Cl)c1	-8%	-23%	-16%
Cc1nn(CCCC(=O)Nc2cccnc2)c(C)c1[N+](=O)[O-]	-8%	-3%	-1%
O=C(Cc1ccccc1)NCC(=O)OC(c1ccccc1)c1ccccc1	-6%	2%	-17%
CN(CCOc1ccccc1)C(=O)c1cc(S(=O)(=O)N2CCOCC2)ccc1Cl	-5%	-19%	0%
CCOc1ccccc1NC(=O)CSc1nnc(CNC(=O)c2cccs2)o1	-15%	1%	-15%
O=C(CSc1nc2c([nH]c3ccccc32)c(=O)n1-c1cccc(C(F)(F)F)c1)N1CCc2ccccc21	-12%	·	-2%
Cn1c(=O)c2cc(S(=O)(=O)NCCC(=O)NC3CCCCCC3)ccc2n(C)c1=O	-3%	1%	-13%
CC(Oc1ccc(Cl)cc1)C(=O)OCC(=O)Nc1ncc(Cl)cc1Cl (stereo not drawn)	-25%	6%	8%
CCOc1ccccc1C(=O)Nc1cc2c(cc1N1CCOCC1)n(C)c(=O)n2C	77%[activator]	·	-16%
CCOc1ccccc1CNC(=O)c1cc2c(=O)n(Cc3ccccc3)ccc2nc1C	13%	·	1%
Cc1cc(N2CCCCC2)nc2ccc(NC(=O)/C=C/c3ccc(OC(C)C)cc3)cc12	-6%	·	-18%
N#Cc1c(N)n(-c2cccc(Cl)c2)c2nc3ccccc3nc12	-4%	·	4%
Cc1ccc(S(=O)(=O)N2CCN(C(=O)CCC(=O)NC3CCCc4ccccc43)CC2)cc1 (stereo not drawn)	3%	7%	1%
Cc1cccc(NC(=S)NCc2ccccn2)c1	0%	5%	-9%
CC1(c2cccc(Br)c2)NC(=O)N(CC(=O)c2ccc3c(c2)OCCO3)C1=O (stereo not drawn)	-8%	·	-7%
Cc1cccc(N2CCN(C(=O)CN3CCSc4ccccc43)CC2C)c1 (stereo not drawn)	1%	·	-15%
Cc1cc(C(=O)N(C2CCCCC2)C2CCCCC2)no1	0%	-3%	-1%
CCc1ccc(CNC(=O)CCS(=O)(=O)Cc2ccc(C)cc2)cc1	-5%	-3%	19%
Cc1cccc(C(=O)NCC(=O)NNC(=O)c2ccccc2O)c1	0%	2%	3%
C=CCn1c(CSc2nc3ccccc3s2)nnc1SCC(=O)NCc1cccnc1	2%	6%	-3%
C=CCn1c(SCC(=O)c2[nH]c(C)c(C(=O)OCC)c2C)nc2scc(-c3ccccc3)c2c1=O	-3%	-7%	-8%
COc1ccccc1C(O)(C(=O)NNc1ccccc1C)c1ccccc1OC	0%	1%	14%
Cc1ccccc1CNC(=O)CC1C(=O)NCCN1Cc1c(F)cccc1Cl (stereo not drawn)	-17%	16%	-2%
COC(=O)c1c(NC(=O)C(C)Oc2ccc(Cl)c(C)c2)sc(C)c1C (stereo not drawn)	-7%	·	14%
Cc1ccc(CN2CC(=O)N3[C@H]4c5ccccc5OC[C@@H]4[C@H](c4ccccc4)[C@]3(C)C2=O)cc1	-16%	·	-1%
CCOc1ccc(S(=O)(=O)N2CCCCC2)cc1NC(=O)c1cccnc1OCC	-2%	·	9%
CS(=O)(=O)N(Cc1ccccc1Cl)c1ccc(C(=O)N2CCCC2)cc1	-4%	1%	-2%
O=C(CCCn1c(=O)[nH]c2ccsc2c1=O)N1CCN(c2ccccn2)CC1	-3%	0%	8%
COc1ccc(NC(=O)c2cc(C)nc3c2c(C)nn3-c2ccc(C)cc2)cc1OC	0%	·	2%
Cc1cccc(CNc2ncnc3ccc(-c4ccccc4C#N)cc23)c1	-5%	-11%	·
COCCNC(=O)c1ccc(N(C)S(=O)(=O)c2ccc(OC)c(OC)c2)cc1	1%	0%	-9%
COc1ccc2nc3oc(C(=O)N4CC(C)CC(C)C4)cc3cc2c1 (stereo not drawn)	-30%	?	-16%
S=C(Nc1ccc2c(c1)OCCO2)Nc1ccccc1Cl	-4%	-4%	-14%
CCOc1ccc(C(=O)Nc2ccc(N3CCN(C)CC3)cc2)cc1[N+](=O)[O-]	0%	5%	-5%
COc1cccc(-c2nc(=S)c3c(n2CCCO)CCCC3)c1	1%	3%	0%
CCCS(=O)(=O)c1c(S(=O)(=O)CCC)c2cc(C(C)(C)C)ccn2c1C(=O)c1ccc(C)cc1	-6%	·	-11%
CN(C)C(=O)C1C2NC(=S)N(c3ccccc3)C1(C)Oc1ccccc12 (stereo not drawn)	1%	2%	-1%
Cc1sc2c(c1C)C(O)=C(C(=O)Nc1ccccc1)S(=O)(=O)N2C	-6%	11%	-2%

New compounds follow.
SMILES	GCN5L2 inh	N370S GC mod	FEN1 inh
CCOc1ccc(NC(=O)CCS(=O)(=O)c2ccc(Br)cc2)cc1	?	-2%	-15%&-2%
COc1ccc(CNC(=O)COc2ccc(C(=O)c3ccc(F)cc3)cc2)cc1	-2%	-3%	-12%
CCOc1ccc(NC(=O)Cn2cc(C(=O)c3ccc(C)c(C)c3)c(=O)c3cc4c(cc32)OCCO4)cc1	-5%	·	14%
Cc1csc(/N=C/c2ccc([N+](=O)[O-])cc2)n1	0%	-7%	3%
Cc1ccc(C2CC(c3cccs3)=NN2S(=O)(=O)c2ccc(C)cc2)cc1 (stereo not drawn)	-3%	6%	-5%
S=C1SCN(Cc2cccnc2)CN1Cc1cccnc1	4%	1%	9%
CCC1CCCCN1CC(=O)Nc1ccc2c(c1)OCCO2 (stereo not drawn)	-2%	·	-7%
O=C(Nc1ccc(F)cc1F)NC1CCN(Cc2c(F)cccc2Cl)CC1	?	-10%	-11%
Nc1ccc(S(=O)(=O)NC2(C(F)(F)F)NC(=O)N(c3ccccc3F)C2=O)cc1 (stereo not drawn)	-6%	-2%	-2%
CCOC(=O)C1CCCN(c2c(NCC3CCCO3)c(=O)c2=O)C1 (stereo not drawn)	0%	-7%	16%
CCCCOc1ccc([N+](=O)[O-])cc1C(=O)O	-25%	-7%	10%
Cc1cc(O)cc(C)c1NS(=O)(=O)c1ccc2ccccc2c1	-30%	-13%	-3%
CCOc1ccc(CNC(=O)c2oc3c(c2C)-c2nn(Cc4cccc(Cl)c4)cc2CC3)cc1	-11%	·	24%
Cc1cc(-c2nnc(SCC(=O)NC3CC3)n2C(C)C)cs1	-1%	0%	6%
Cc1c(-c2cccc(Cl)c2)nc2ccccc2c1C(=O)OCC(=O)Nc1ccc2c(c1)OCO2	-12%	-2%	-2%
CCCc1sc(C(=O)Nc2nnc(C3CC3)s2)cc1CC	-2%	-3%	4%
Cc1ccccc1NC(=S)N(CCCN1CCOCC1)Cc1cccnc1	-5%	7%	18%
